DDE Tn7 FP inh = DD(E)-Tn7 binding inhibition, primary FP screen; P02675; FP displacement of FITC-Tn7 peptide from fibrin DD(E); 0% = median of compound wells per plate; inhibition, % at 8.3 µM; 370,000 compounds, 0.13% hits; AID 720508;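 active = inhibition above the mean of compounds falling within the control limits plus 3 SD of them, cut at about 14% in these data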;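 also: 0% = plate median of compound wells and 100% = 10 µM Aha-Tn7 peptide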
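Test system: human clot-derived fibrin DD(E) complex / Quantity: 2 µM final DD(E) protein / Incubation: 10 min plus 3 h, room temperature / Measured by: fluorescence polarization / Benchmarks: high control of 10 µM Aha-Tn7 peptide / Replicates: singlicate testing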
PLC-beta3 inh = inhibitors of human phospholipase C beta3 | inhibition, % at 12.2 µM | 370,000 compounds, 0.18% hits | AID 720704 | Purified PLC-beta3, fluorogenic substrate, fluorescence | Q01970; in the data active = inhibition above about 11%;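 also: 0% = median of compound wells on plate and 100% = full blocker control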
TDP2 inh = blocks human TDP2 phosphodiesterase activity. inhibition, % at 12.8 µM. O95551. recombinant TDP2, T5PNP hydrolysis, p-nitrophenol absorbance 415 nm. 370,000 compounds, 0.34% hits;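 active = inhibition above the mean of all tested compounds plus 3 SD, set per campaign, cut at about 25% in these data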;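 also: 0% = DMSO with enzyme and 100% = buffer with substrate but no TDP2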
Target sequence (O95551 whole entry, looked up): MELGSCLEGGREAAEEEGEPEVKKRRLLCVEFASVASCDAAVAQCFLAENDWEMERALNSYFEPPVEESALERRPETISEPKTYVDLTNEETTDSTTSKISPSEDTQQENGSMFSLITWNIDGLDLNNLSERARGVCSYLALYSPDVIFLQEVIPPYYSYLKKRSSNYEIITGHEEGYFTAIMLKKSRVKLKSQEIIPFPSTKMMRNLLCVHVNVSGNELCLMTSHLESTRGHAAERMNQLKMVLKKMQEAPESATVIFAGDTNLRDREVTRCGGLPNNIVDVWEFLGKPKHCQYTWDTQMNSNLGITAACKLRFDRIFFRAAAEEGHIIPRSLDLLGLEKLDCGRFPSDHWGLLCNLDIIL
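Material: recombinant human TDP2; quantity: TDP2 enzyme at 120 nM final; medium: Tris-HCl pH 7.5 with MgCl2; compound: single concentration, 12.8 µM nominal, with 1% DMSO; incubation: 2 h enzyme incubation at 37 °C; signal: epi absorbance; measure: percent inhibition; benchmarks: high control without enzyme, low control DMSO plus TDP2; repeats: singlicate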
ARFGAP1 inhibitor = inhibitors of rat ARFGAP1. inhibition, % at 16.5 µM. Arfgap1-stimulated ARF1 GTP hydrolysis, GDP FP detection. Q62848. AID 651572. 360,000 compounds, 0.26% hits;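 active = inhibition above a per-plate limit, mean inhibition of low control wells plus 3 SD, cut at about 25% in these data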;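 also: 0% = DMSO wells with enzyme and 100% = wells lacking Arfgap1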
Target sequence (Q62848 1-136 limits assumed): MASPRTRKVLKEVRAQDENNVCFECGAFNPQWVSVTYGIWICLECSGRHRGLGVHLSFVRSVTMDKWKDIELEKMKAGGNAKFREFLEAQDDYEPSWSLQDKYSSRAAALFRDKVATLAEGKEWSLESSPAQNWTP
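System: truncated rat Arfgap1 GAP domain / Benchmarks: high control wells lacking Arfgap1, low control full reaction with DMSO / Times: compound-enzyme preincubation 20 min, reaction 120 min, detection 60 min, 25 °C / Repeats: one replicate per compound / Also added: human ARF1(Δ1-17)-GTP substrate / Measured by: Tracer-displacement fluorescence polarization with EDTA stop, 620/688 nm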
PLC-gamma1 inh = inhibitors of human phospholipase C gamma1; P19174; purified PLC-gamma1, fluorogenic substrate, fluorescence; inhibition, % at 12.2 µM; 370,000 compounds, 0.84% hits; AID 720700; in the data active = inhibition above about 9.5%
ADAM10 inh = ADAM10 inhibition, QFRET primary screen | recombinant ADAM10, EDANS/DABCYL FRET peptide cleavage, 3 h | inhibition, % at 7 µM | 370,000 compounds, 0.62% hits;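 active = inhibition above a per-campaign cutoff equal to the mean of compounds falling between control-based bounds plus 3 SD, cut at about 20% in these data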;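 also: 0% = DMSO wells while the 100% control is not disclosed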
Target sequence (O14672 214-748 limits assumed): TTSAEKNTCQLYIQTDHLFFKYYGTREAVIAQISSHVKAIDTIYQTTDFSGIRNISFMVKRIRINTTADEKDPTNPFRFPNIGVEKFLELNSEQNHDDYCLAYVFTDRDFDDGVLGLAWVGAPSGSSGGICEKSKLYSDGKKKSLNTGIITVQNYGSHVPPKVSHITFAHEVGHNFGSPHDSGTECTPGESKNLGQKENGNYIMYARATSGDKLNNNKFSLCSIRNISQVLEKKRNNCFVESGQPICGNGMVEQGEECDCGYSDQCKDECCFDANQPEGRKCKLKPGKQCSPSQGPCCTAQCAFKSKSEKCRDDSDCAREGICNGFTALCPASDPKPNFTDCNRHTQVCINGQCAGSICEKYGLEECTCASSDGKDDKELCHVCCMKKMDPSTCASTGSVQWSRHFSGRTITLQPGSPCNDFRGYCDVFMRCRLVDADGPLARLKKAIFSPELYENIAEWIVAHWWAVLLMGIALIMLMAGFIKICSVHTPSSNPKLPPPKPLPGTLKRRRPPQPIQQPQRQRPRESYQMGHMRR
ADAM17 inh = ADAM17 inhibition, QFRET primary screen. P78536. recombinant ADAM17, EDANS/DABCYL FRET peptide cleavage. inhibition, % at 6.95 µM. 370,000 compounds, 0.83% hits;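 active = inhibition above the mean of compounds lying between control limits plus 3 SD, set per campaign, cut at about 8.5% in these data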;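 also: 0% = DMSO-only wells as the low control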
SIAE primary = blocks human sialic acid acetylesterase; SIAE FP-Rh probe binding, fluorescence polarization; inhibition, % at 9.66 µM; 370,000 compounds, 0.69% hits; AID 1053197;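 active = inhibition above a cutoff: mean of compounds within the control limits plus 3 SD of those, cut at about 17% in these data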;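 also: 0% = plate median of compound wells and 100% = probe without SIAE protein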
ASAP1 GAP inh = blocks human ASAP1-stimulated Arf1 GTP hydrolysis; GDP FP detection; 360,000 compounds, 0.19% hits; inhibition, % at 16.5 µM; in the data active = inhibition above about 25%;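 also: 0% = vehicle with enzyme and substrate and 100% = no enzyme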
DDE Tn6 FP inh = inhibitors of Tn6 peptide binding to human fibrin DD(E). AID 720509. 370,000 compounds, 0.21% hits. inhibition, % at 8.3 µM. Fibrin DD(E) TRITC-Tn6 fluorescence polarization displacement;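 active = inhibition above a per-campaign cutoff: mean of compounds within control limits plus 3 SD, cut at about 15% in these data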;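 also: 0% = median of all compound wells on the plate and 100% = blocking peptide control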
* hit, by the source's call; nt = not tested or not shown.

SMILES	DDE Tn7 FP inh	PLC-beta3 inh	TDP2 inh	ARFGAP1 inhibitor	PLC-gamma1 inh	ADAM10 inh	ADAM17 inh	SIAE primary	ASAP1 GAP inh	DDE Tn6 FP inh
CN(C)C(=O)c1ccccc1Sc1cc(Cl)ccc1Cl	-2	-1	-3	-1	15*	6	-4	-2	-9	-5
Nn1c(SCc2nc3ccccc3[nH]2)nnc1-c1cccnc1	3	-5	-13	6	-12	-4	-7	-3	14	-5
O=C(COc1coc(CN2CCc3ccccc3C2)cc1=O)Nc1ccccc1F	-8	-13	-24	-11	-14	-1	-4	-14	11	0
COc1cccc(-c2nc3cc(C)ccc3o2)c1	-5	0	4	-3	0	-5	-2	-2	3	-1
CCCCc1c(-c2ccccc2OC)ncn1Cc1ccc(-c2ccccc2)cc1	2	2	-6	-4	-1	-10	1	-6	14	-14
CCc1nc2ccc(C(=O)N3CCN(S(=O)(=O)CC)CC3)cn2c1N(CC)CCOC	-10	3	-3	9	2	0	0	-1	13	4
COc1ccc(Cl)cc1NC(=O)CN(C)C(=O)c1ccc(C)s1	-3	-5	12	-3	3	-8	-1	-3	13	-3
CCOC(=O)Nc1ccc(S(=O)(=O)NCc2ccccc2)cc1	-7	1	0	-4	1	1	-3	1	-2	-10
Cc1cc2oc(C(=O)N(Cc3cccs3)C3CCS(=O)(=O)C3)cc(=O)c2cc1Cl (stereo not drawn)	3	-6	6	0	-1	-3	0	0	-3	-6
COC(=O)c1cccc(C(=O)Nc2ccc(C)cc2)n1	-9	5	-12	-13	5	8	1	-7	-10	1
O=C(Oc1c(CN2CCOCC2)cc(Cl)c2cccnc12)c1ccccc1Cl	-5	-39	-2	-2	-28	3	-1	16	-2	-3
CC1(C)CC2(C)OC(=N)C1(C#N)C2(C#N)C#N (stereo not drawn)	-8	-11	2	8	1	-6	-1	4	7	8
C/C(=N\Nc1ccc([N+](=O)[O-])cc1[N+](=O)[O-])c1ccc(-n2nncc2C(C)(C)C)cc1	-3	2	-10	-2	3	6	5	5	-4	1
O=C1C(=Nc2cccc(Cl)c2)CC(c2ccc(Cl)cc2)N1c1cccc(Cl)c1 (stereo not drawn)	5	-8	7	-8	1	-2	-2	3	-5	-6
O=c1c2ccccc2ncn1-c1ccccc1[N+](=O)[O-]	-6	-7	4	6	2	-5	-4	9	-12	-1
NC(=O)c1nc(N2CCOCC2)nc(N2CCOCC2)n1	3	-9	1	10	-8	-14	-5	2	1	1
CCOC(=O)C1=C(CC)Nc2ccccc2N/C1=N\S(=O)(=O)c1ccc2ccccc2c1	7	-16	-5	-14	-3	10	1	-7	0	-4
CN(Cc1ccccc1F)C(=O)CN1C(=O)NC2(CCc3ccccc32)C1=O (stereo not drawn)	-4	1	-17	6	6	2	5	-2	-3	0
CCn1nnc(NC(=O)c2cc(Cl)c(OC)c(Cl)c2)n1	-1	0	-6	10	1	-17	-2	5	6	0
O=C(NC1CCCC1)c1cc(-c2cccc(Cl)c2)on1	6	1	-3	1	0	-1	1	3	-13	7
O=C(CC1C(=O)NCCN1CC1CCCCC1)NCc1ccc(F)cc1F (stereo not drawn)	-7	-4	-9	9	-8	-4	-2	3	11	6
NC(=O)c1ccc(NCC2CCCO2)c([N+](=O)[O-])c1 (stereo not drawn)	8	-13	12	-1	-6	1	-3	7	-8	-5
CCN(CC)S(=O)(=O)c1ccc(Nc2ccc(-c3ccc4c(c3)OCCO4)nn2)cc1	-2	0	-14	8	-1	11	0	8	4	-4
O=C(COc1ccc(Br)cc1F)NC1CC1	6	2	-6	1	1	-2	0	10	-12	3
Cc1ccccc1Cn1cc(CCC(=O)N2CCOCC2)c2ccccc21	-5	-19	-1	-10	-9	-7	1	-3	6	1
O=C1CCCC/C1=C/Nc1ccc(C(=O)O)cc1	-3	-1	2	0	0	-7	-5	-1	-2	1
COc1ccc(-n2ncc3c(=O)n(CC(=O)N4CCCc5ccccc54)cnc32)cc1	10	-2	6	1	-1	0	-4	-2	0	1
CC(C)C[C@@H](CN1CCC[C@@H]1CN1C(=O)C(=O)NC[C@@H]1Cc1ccccc1)N1C[C@H](Cc2ccccc2)N(CC2CCCCC2)C(=O)C1=O	2	2	2	-3	4	-6	-4	6	1	-2
Cc1cnc(C(=O)N2CCN(S(=O)(=O)c3cc(C(F)(F)F)cc(C(F)(F)F)c3)CC2)cn1	1	-7	-5	4	-3	-8	1	3	-9	5
Cn1cnc([N+](=O)[O-])c1Sc1nc2ccccc2[nH]1	6	-6	1	-7	3	1	0	-2	-2	1
COc1ccc(OC2CCN(S(=O)(=O)c3ccccc3)CC2)cc1	3	-4	18	-1	3	11	4	-5	-14	0
Cc1ccc(C(=O)Nc2cccc(S(=O)(=O)N3CCOCC3)c2)cc1[N+](=O)[O-]	-4	-6	3	0	-1	0	-1	-4	-3	-3
CCOc1ccc(NC(=O)Cc2ccccc2)c([N+](=O)[O-])c1	1	1	3	8	2	1	2	7	4	-3
CC(/C=C/c1ccccc1)=N/O	-5	-4	6	7	-2	-2	-4	-3	-6	5
Fc1ccc(NCc2cn3ccccc3n2)cc1	-2	-31	-11	7	-26	-7	-2	8	-4	-1
COc1ccccc1/C(C)=N/NC(=S)NCc1ccccc1	2	-34	-6	1	-17	2	-4	9	2	0
CN1CCCC(OC(=O)c2cccc(Br)c2)C1 (stereo not drawn)	7	-5	-16	11	-3	0	-5	-1	13	-4
O=C(O)C1CC=CCC1C(=O)NCCCN1CCCC1=O (stereo not drawn)	2	-4	8	-5	-2	-5	-3	-5	0	4
CN1CCN(CCOc2cccc(Cl)c2)CC1	12	0	5	7	-1	5	-4	8	-16	-1
CCOc1ccccc1N(CC(=O)Nc1ccccc1C(=O)O)S(C)(=O)=O	5	-2	-12	3	2	7	3	-8	8	5

Reprinted at random: five entries already listed.
SMILES	DDE Tn7 FP inh	PLC-beta3 inh	TDP2 inh	ARFGAP1 inhibitor	PLC-gamma1 inh	ADAM10 inh	ADAM17 inh	SIAE primary	ASAP1 GAP inh	DDE Tn6 FP inh
CCOc1ccccc1N(CC(=O)Nc1ccccc1C(=O)O)S(C)(=O)=O	5	-2	-12	3	2	7	3	-8	8	5
Cc1cc2oc(C(=O)N(Cc3cccs3)C3CCS(=O)(=O)C3)cc(=O)c2cc1Cl (stereo not drawn)	3	-6	6	0	-1	-3	0	0	-3	-6
CCc1nc2ccc(C(=O)N3CCN(S(=O)(=O)CC)CC3)cn2c1N(CC)CCOC	-10	3	-3	9	2	0	0	-1	13	4
CN1CCN(CCOc2cccc(Cl)c2)CC1	12	0	5	7	-1	5	-4	8	-16	-1
O=C(CC1C(=O)NCCN1CC1CCCCC1)NCc1ccc(F)cc1F (stereo not drawn)	-7	-4	-9	9	-8	-4	-2	3	11	6

(continued)
SMILES	DDE Tn7 FP inh	PLC-beta3 inh	TDP2 inh	ARFGAP1 inhibitor	PLC-gamma1 inh	ADAM10 inh	ADAM17 inh	SIAE primary	ASAP1 GAP inh	DDE Tn6 FP inh
CC1(C(=O)NS(=O)(=O)c2cccc(F)c2)CCN1C(=O)Cc1cccs1 (stereo not drawn)	1	-3	-1	-1	3	-27	3	7	-5	-3
Cc1nc2c3cc(F)ccc3n(Cc3ccc(F)cc3)c2s1	0	-2	3	0	0	-8	-4	1	-6	1
CN(C(=O)CSc1ncnc2sccc12)C1CCS(=O)(=O)C1 (stereo not drawn)	6	-10	1	-9	-6	-8	-7	2	10	-1
CSc1ncccc1C(=O)N1CCC1(C)C(=O)NC(C)C (stereo not drawn)	-3	-1	-5	-5	2	-13	-4	-2	4	2
Cc1ccc(SCC(=O)Nc2ccc(N3CCN(C)CC3)c(F)c2)cc1	-5	5	-10	-6	4	3	-1	4	0	6
O=C(CNc1ccccc1)N/N=C/c1c[nH]c2ccccc12	8	-5	8	4	-6	6	-2	-2	10	-6
c1ccc(-c2nc(NCCCn3ccnc3)c3ccccc3n2)cc1	2	-7	-5	5	-1	4	2	3	5	6
O=C(CN1C(=O)c2ccccc2C1=O)NC1CCC(O)CC1 (stereo not drawn)	0	-7	-5	-6	7	-11	-2	-1	-13	-5
CC(C)C[C@H]1COc2cccc(F)c2S(=O)(=O)N1Cc1cn(Cc2ccco2)nn1	1	1	7	nt	1	-1	-4	-1	nt	-4
Cc1ccc(-c2nn(C)c(=O)c3ccccc23)cc1CNS(C)(=O)=O	3	0	-5	1	1	-4	-2	-5	-8	2
COc1ccc(/C=C2\CCCC3C2=NN(C(=O)c2scnc2C)C3c2ccc(OC)cc2)cc1 (stereo not drawn)	3	-24	-5	21	-14	-2	-6	-7	-7	2
COc1ccc(Cn2nnnc2C(c2ccc(N(C)C)cc2)N2CCC(C)CC2)cc1 (stereo not drawn)	5	-7	-9	3	-3	6	-3	0	5	12
CCSc1nc2nn(-c3ccccc3)c(=O)c-2c2n1CCCCC2	-6	-2	-1	-3	-1	5	-5	-4	-2	-3
COc1ccc(CCNC(=O)c2cc([N+](=O)[O-])ccc2N2CCOCC2)cc1	-1	-1	1	-9	6	8	4	-1	9	-2
O=S(=O)(Nc1ccc(Cc2ccncc2)cc1)c1cccs1	5	0	-4	12	2	11	0	-9	10	7
C[C@H](NC(=O)[C@@H]1Cc2ccccc2CN1C(=O)OC(C)(C)C)C(=O)NCC1CCCO1 (stereo partly drawn)	0	-6	8	8	0	6	3	-2	10	-4
O=C(NCc1cccnc1)c1ccccc1-c1nc(-c2ccccc2)no1	-9	3	-8	-13	5	3	0	-3	3	2
COc1ccc(S(=O)(=O)N2CCOCC2)cc1NC(=O)COc1ccc2ccc(=O)oc2c1	10	-18	-2	-12	-9	-209	-110	-12	2	-2
COC(=O)CCN1CCN(S(=O)(=O)c2ccc3c(c2)OCCO3)CC1	-4	-8	1	15	3	-6	-5	-11	12	1
COc1c(Cl)cc(C(=O)NN)cc1Cl	1	-4	-8	8	-3	0	-1	-2	1	0
COc1ccc(C(=O)N(Cc2ccccc2)Cc2cc3cc4c(cc3[nH]c2=O)OCCO4)cc1	7	-7	0	-13	-6	-46	-16	5	7	-7
C=CCNC(=O)c1ccc2nc(Cc3ccc(OC)cc3)oc2c1	-3	-4	-5	0	-1	5	-2	-8	-2	-2
Cc1nc(SCC(=O)c2ccc(Cl)cc2)c([N+](=O)[O-])[nH]1	-1	1	-16	-4	-1	8	4	1	-4	1
Nc1ncn(CC(=O)c2ccccc2)n1	-1	1	2	6	0	-5	-1	2	1	1
CN(C)CCOC(=O)C12CC3(C)CC(C)(CC(C)(C3)C1)C2	7	2	6	12	2	1	-5	0	14	-7
CCOC(=O)CSc1nc2c(sc(=S)n2-c2ccccc2OC)c(=O)n1-c1ccccc1OC	-5	1	2	21	3	13	4	1	6	0
CCN(CCO)Cc1cn[nH]c1-c1ccc(C)c(C)c1	1	3	0	1	5	-1	2	7	-4	4

From PubChem BioAssay
